Screening data: PubChem BioAssay, several laboratories
Tb MetRS inh – T. brucei MetRS inhibitors, primary screen, biochemical, luminescence; methionyl-tRNA synthetase (Trypanosoma brucei brucei); purified T. brucei MetRS, ATP depletion, Kinase-Glo luminescence; inhibition, % at 11.9 µM; 0.4% of 360,000 active;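 active = inhibition above a per-plate cutoff of the control wells' mean inhibition plus 3 SD, cut at about 5.5% in these data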;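 also: 0% = DMSO wells median and 100% = median of wells with control inhibitor compound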
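Measured by: Kinase-Glo luciferase luminescence reporting remaining unconsumed ATP. Material: purified T. brucei MetRS enzyme. Doses: 11.9 µM compound single dose, 0.9% DMSO. Medium: HEPES buffer containing pyrophosphatase, BSA, spermine, DTT. Times: 15 min preincubation, 2 h reaction, all 25 °C. Reagent: methionine, ATP and bulk E. coli tRNA.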
NadD block – inhibitors of S. aureus NadD, primary screen, biochemical, colorimetric, uHTS | Nicotinate-nucleotide adenylyltransferase NadD (Staphylococcus aureus N315) | inhibition, % at 20 µM | 0.78% of 360,000 active | purified NadD enzyme, colorimetric absorbance read-out; in the data active = inhibition above about 26%; also: some compounds past the cut are filed as inactive
Scp1 inh – Scp-1 phosphatase inhibitors, primary screen, biochemical, colorimetric, uHTS. Carboxy-terminal domain RNA polymerase II polypeptide A small phosphatase 1 (Homo …. Recombinant Scp1, phosphopeptide, malachite green phosphate absorbance. inhibition, % at 20 µM. 0.88% of 340,000 active. AID 493091, 2011;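 active = inhibition above about 50% at 20 µM, limit read from the data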;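 also: plate controls were DMSO wells with enzyme for no effect and wells lacking enzyme for full effect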
Target sequence (Q9GZU7 76-261 limits assumed): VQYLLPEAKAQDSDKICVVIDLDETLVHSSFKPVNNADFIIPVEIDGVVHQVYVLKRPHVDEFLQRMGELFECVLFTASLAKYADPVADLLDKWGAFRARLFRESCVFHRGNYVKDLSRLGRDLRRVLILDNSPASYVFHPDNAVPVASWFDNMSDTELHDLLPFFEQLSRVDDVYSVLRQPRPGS
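Test system: SCP-1 phosphatase catalytic domain, residues 76-261; measured by: colorimetric phosphate reagent with accelerator and stabiliser, absorbance at 630 nm; timing: enzyme reaction 45 min at room temperature, colour 5 min, stabilisation 30 min; also added: Phosphorylated 17-residue peptide substrate; compound dosing: one concentration, 20 µM, with 1.0% DMSO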
CSN deneddyl inh – inhibitors of CSN-mediated cullin deneddylation, primary screen, biochemical, fluorescence polarization, uHTS. 0.38% of 360,000 active. Purified CSN, SCF-Nedd8-OG deneddylation. inhibition, % at 12.5 µM. COP9 signalosome complex subunit 5 (Homo sapiens), Q92905;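 active = pattern-corrected inhibition above about 35%, with an unprinted fluorescence ratio check between 0.5 and 1.5, limit read from the data, passing the limit was not always enough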;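 also: 0% = enzyme with substrate and 100% = substrate without enzyme; some results filed as inactive read as strong as hits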
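Assay system: purified human Csn5 enzyme expressed in HEK293T cells; Input: 0.24 nM Csn5 enzyme, final concentration; Reagent: 10 nM SCFSkp2-Nedd8OG; Compound dosing: 12.5 µM single point; Times: reaction 90 min, room temperature; Technique: fluorescence polarization readout.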
DNMT1 inh – human DNMT1 methyltransferase inhibitors, primary screen, biochemical, molecular beacon, fluorescence, HinP1I cleavage, uHTS; DNA (cytosine-5)-methyltransferase 1 (Homo sapiens), P26358; inhibition (reported as % activation of signal), % at 10 µM; 0.83% of 360,000 active; AID 588458, 2011; in the data active = inhibition above about 50%
STEP block – STEP phosphatase inhibitors, primary screen, biochemical, fluorescence intensity, uHTS; Tyrosine-protein phosphatase non-receptor type 5 (Homo sapiens), P54829; inhibition, % at 20 µM; 0.25% of 360,000 active; recombinant STEP, OMFP fluorogenic substrate;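 active = inhibition at 20 µM, scaled per plate between control wells, above about 37%, limit read from the data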;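 also: 0% = DMSO with enzyme and substrate and 100% = substrate only without enzyme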
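Assay system: isolated STEP enzyme / Timing: 20 min at room temperature, dark / Doses: 20 µM, 1% DMSO / Technique: fluorescence intensity, excitation 480 nm, emission 540 nm / Reagent: fluorogenic phosphatase substrate OMFP at 25 µM final / Measure: percent inhibition scaled to no-enzyme and uninhibited-enzyme controls, plate-pattern corrected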
Rpn11 inh – Rpn11 (PSMD14) deubiquitinase inhibitors, primary screen, biochemical, fluorescence polarization, uHTS; 26S proteasome non-ATPase regulatory subunit 14 (Homo sapiens), O00487; human 26S proteasome, Ub4-pepOG fluorescence polarization; 20S core pre-blocked with epoxomicin; calls only at 20 µM; 0.59% of 360,000 active; AID 588493, 2011;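 active = inhibition at 20 µM, scaled to each plate's controls, above about 33%, limit read from the data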
Target sequence (O00487 whole entry, looked up): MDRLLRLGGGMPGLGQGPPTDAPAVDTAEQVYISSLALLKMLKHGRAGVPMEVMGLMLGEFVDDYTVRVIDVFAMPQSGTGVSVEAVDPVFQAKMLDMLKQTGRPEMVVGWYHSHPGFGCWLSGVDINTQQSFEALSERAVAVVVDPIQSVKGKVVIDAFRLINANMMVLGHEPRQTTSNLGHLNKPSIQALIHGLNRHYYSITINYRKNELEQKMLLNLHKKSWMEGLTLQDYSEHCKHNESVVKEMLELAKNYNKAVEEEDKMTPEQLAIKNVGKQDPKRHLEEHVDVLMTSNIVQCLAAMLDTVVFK
MsrA inhibitor – bovine MsrA enzyme inhibitors, primary screen, biochemical, absorbance, HTS; purified bovine MsrA, absorbance read-out; AID 651718, 2012; 0.75% of 360,000 active; inhibition, % at 15.5 µM; Methionine sulfoxide reductase A (Bos taurus); in the data active = inhibition above about 4.5%;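 also: 0% = vehicle wells with enzyme and 100% = reference inhibitor wells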
SUMO1 PPI mod – modulators of SUMO1 protein-protein interactions, primary screen, biochemical, uHTS; Small ubiquitin-related modifier 1 (Homo sapiens), P63165; SUMO1 binding to a labelled peptide, TR-FRET, 1 h; inhibition, % at 20 µM; 0.33% of 360,000 active; AID 602429, 2012; in the data active = inhibition above about 37%
Target sequence (P63165 whole entry, looked up): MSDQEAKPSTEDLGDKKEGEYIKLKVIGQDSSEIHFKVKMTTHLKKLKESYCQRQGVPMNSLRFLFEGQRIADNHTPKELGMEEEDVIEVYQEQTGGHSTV
LMPTP inh – LMPTP phosphatase inhibitors, primary screen, biochemical, fluorescence intensity, uHTS | 0.22% of 360,000 active | inhibition, % at 20 µM | Low molecular weight phosphotyrosine protein phosphatase (Homo sapiens), P24666 | recombinant LMPTP-A, OMFP fluorogenic substrate;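 active = compounds that cut the enzyme signal by at least half of the control window in the single-dose screen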;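 also: plate controls were DMSO wells with enzyme plus substrate for no effect and substrate without enzyme for full effect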
Target sequence (P24666 whole entry, looked up): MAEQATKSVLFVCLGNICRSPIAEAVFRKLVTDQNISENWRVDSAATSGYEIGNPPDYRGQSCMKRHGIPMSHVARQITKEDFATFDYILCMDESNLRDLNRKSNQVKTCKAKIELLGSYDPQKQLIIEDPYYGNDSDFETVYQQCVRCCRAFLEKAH
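test system = LMPTP-A | amount = 0.625 nM LMPTP-A final | reagent = fluorogenic phosphatase substrate OMFP at 400 µM final | incubation = 50 min at room temperature | benchmarks = no-enzyme low control, uninhibited high control | medium = Bis-Tris pH 6.0, DTT, detergent | signal = fluorescence intensity of OMFP turnover product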
Starred values were filed as active, the others as inactive; i = inactive; . = no result given.

No. | Compound | Tb MetRS inh | NadD block | Scp1 inh | CSN deneddyl inh | DNMT1 inh
1 | CC(C)N1CC(O)=C(c2nc3ccccc3c(=O)[nH]2)C1=N | -0.4 | -1 | 1 | -5 | -2
2 | CC(C)[C@@H]1N[C@]2(C(=O)Nc3ccccc32)[C@@H]2C(=O)N(c3cccc(C(F)(F)F)c3)C(=O)[C@@H]21 | 0.1 | 1 | -5 | -4 | -7
3 | CCOc1cc(Cl)c(NC(=O)CC)cc1OCC | -0.7 | -2 | -7 | -2 | -1
4 | Cc1nc2ccccn2c1C(=O)/C=C/c1ccc(F)cc1 | -1.5 | -3 | -3 | -1 | 8
5 | COc1ccc(OC)c(NC(=O)CSc2ccccc2)c1 | -0.5 | -4 | -5 | 3 | 2
6 | COc1ccccc1OCCCOc1ccc(C)cc1Br | -0.5 | 1 | -13 | -2 | -2
7 | Cn1c(CC(=O)Nc2ccc(F)cc2)c(Sc2ccccc2)c2ccccc21 | -1.5 | -3 | -14 | 3 | -2
8 | COc1ccc(C2C(C(N)=O)=C(C)Nc3nc(-c4ccccc4OC)nn32)cc1OC (centres undefined) | -0.1 | -5 | 2 | 0 | -1
9 | CCN(C(=O)C(C)N1C(=O)/C(=C/c2ccco2)SC1=S)C1CCS(=O)(=O)C1 (centres undefined) | 0.1 | 10 | 36 | 34 | 63*
10 | COc1ccccc1N(CC(O)Cn1ccnc1C)S(=O)(=O)c1ccc(C)cc1 (centres undefined) | -3.6 | -5 | 17 | -1 | 6

No. | STEP block | Rpn11 inh | MsrA inhibitor | SUMO1 PPI mod | LMPTP inh
1 | -4 | i | 0.3 | 2 | -0.2
2 | -8 | i | 0.2 | -8 | 0.7
3 | 1 | i | -1.0 | 2 | -1.7
4 | -3 | i | 0.7 | -13 | -0.9
5 | -20 | i | 0.5 | -1 | -0.6
6 | 3 | i | 0.3 | 0 | 3.7
7 | 2 | i | 1.0 | -1 | 2.7
8 | 0 | i | -0.1 | -3 | 0.4
9 | 15 | i | 0.2 | -3 | 4.0
10 | -7 | i | 1.4 | 2 | 7.2

(cont.)
No. | Compound | Tb MetRS inh | NadD block | Scp1 inh | CSN deneddyl inh | DNMT1 inh
11 | Brc1ccc(-c2nnc3n2CCCCC3)cc1 | -0.8 | 1 | -10 | 2 | -2
12 | NC(=O)CSc1nc(-c2ccccc2)nc2c1CCCC2 | -0.8 | -3 | -2 | 9 | 1
13 | CCOC(=O)c1ccc(NC(=O)NCCN2CCCCC2)cc1 | -0.3 | 5 | -8 | -3 | 0
14 | CC(C)CCn1c(=O)c2ccccc2n2c(CCC(=O)NCC3CCCO3)nnc12 (centres undefined) | 1.3 | -2 | -6 | 1 | 1
15 | NC(=O)C1CCN(c2oc(-c3ccc(F)cc3)nc2S(=O)(=O)c2ccccc2)CC1 | -0.2 | -2 | -5 | 1 | -2
16 | COc1ccc(OC)c(N(C(=O)c2ccco2)C(C(=O)NC2CCCC2)c2cc(OC)c(OC)c(OC)c2)c1 (centres undefined) | -0.3 | -4 | -5 | -1 | -1
17 | CCCc1nnc(NC(=O)C(C)N2C(=O)C3C4C=CC(C4)C3C2=O)s1 (centres undefined) | -0.6 | 5 | -6 | 7 | 1
18 | CC(C)(C)NC(=O)Cn1c(SCC(=O)N2CCCCCC2)nc2ccccc21 | -0.8 | 6 | -4 | -4 | 4
19 | COc1ccc(COC(=O)Nc2c(SC)nsc2SC)cc1 | 0.1 | -2 | -7 | -2 | -3
20 | Cc1cc(-n2[nH]c(C)c(C)c2=O)nc(-c2ccccc2O)n1 | -1.5 | -21 | -10 | 0 | -1

No. | STEP block | Rpn11 inh | MsrA inhibitor | SUMO1 PPI mod | LMPTP inh
11 | -21 | i | 0.3 | 1 | 0.2
12 | 0 | i | 0.1 | 0 | -1.0
13 | 1 | i | 0.0 | -1 | -2.7
14 | 8 | i | 0.2 | 3 | -0.7
15 | 0 | i | 1.0 | -7 | 0.4
16 | 0 | i | -0.4 | 2 | -0.2
17 | 2 | i | -0.8 | 0 | -0.6
18 | -2 | i | 1.2 | 0 | 0.2
19 | 0 | i | -1.1 | -3 | 1.5
20 | 2 | i | 1.2 | 3 | -1.5

An excerpt from above in order of the Scp1 inh value, descending.
no. | mol | Tb MetRS inh | NadD block | Scp1 inh | CSN deneddyl inh | DNMT1 inh | STEP block | Rpn11 inh | MsrA inhibitor | SUMO1 PPI mod | LMPTP inh
18 | CC(C)(C)NC(=O)Cn1c(SCC(=O)N2CCCCCC2)nc2ccccc21 | -0.8 | 6 | -4 | -4 | 4 | -2 | i | 1.2 | 0 | 0.2
16 | COc1ccc(OC)c(N(C(=O)c2ccco2)C(C(=O)NC2CCCC2)c2cc(OC)c(OC)c(OC)c2)c1 (centres undefined) | -0.3 | -4 | -5 | -1 | -1 | 0 | i | -0.4 | 2 | -0.2
14 | CC(C)CCn1c(=O)c2ccccc2n2c(CCC(=O)NCC3CCCO3)nnc12 (centres undefined) | 1.3 | -2 | -6 | 1 | 1 | 8 | i | 0.2 | 3 | -0.7
11 | Brc1ccc(-c2nnc3n2CCCCC3)cc1 | -0.8 | 1 | -10 | 2 | -2 | -21 | i | 0.3 | 1 | 0.2

Next part:
No. | Compound | Tb MetRS inh | NadD block | Scp1 inh | CSN deneddyl inh | DNMT1 inh
21 | CCc1nc(C)cn1S(=O)(=O)c1ccc(Br)cc1 | 0.1 | 6 | -6 | 5 | 0
22 | Cc1nn(C)c(C(=O)NNC(=O)Nc2cccc(C(F)(F)F)c2)c1Cl | -1.2 | 0 | -5 | -6 | -34
23 | Cc1ccc(O)c(NC(=O)CSc2n[nH]c(-c3ccccc3)n2)c1 | 1.1 | -8 | -2 | 3 | 0
24 | Cc1ccc(-n2nnc3c(=O)n(Cc4ccccn4)cnc32)cc1C | 0.0 | 2 | -4 | 6 | 1
25 | CNC(=S)N/N=C/c1cn(Cc2c(F)cccc2Cl)c2ccccc12 | 0.4 | 10 | -8 | -1 | -3
26 | O=C(Nc1ccc(F)c(Cl)c1)c1cc(C2CCCN(S(=O)(=O)c3cccc4cccnc34)C2)on1 (centres undefined) | -0.1 | 18 | . | 0 | -3
27 | CCC(Oc1ccc2c(c1)C(=O)CC(C)(C)O2)C(=O)NCCN1CCCCCC1 (centres undefined) | 0.3 | 0 | -2 | -1 | -38
28 | CCCN(CCC)CCNS(=O)(=O)c1ccc2c(c1)oc(=O)n2C | 0.1 | 1 | 32 | -4 | 2
29 | O=C(NCCc1c[nH]c2ccccc12)c1ccc2c(c1)OCO2 | -0.5 | -6 | -10 | 3 | -2
30 | CCN1CCCn2c1nc1c2c(=O)n(C)c(=O)n1C | 0.2 | -2 | -3 | 0 | -3

No. | STEP block | Rpn11 inh | MsrA inhibitor | SUMO1 PPI mod | LMPTP inh
21 | 0 | i | 0.9 | 3 | -2.7
22 | 0 | i | -0.2 | 1 | 1.5
23 | -1 | i | 1.7 | 4 | -1.0
24 | 0 | i | 1.0 | -3 | -0.6
25 | 8 | i | 1.6 | 1 | 2.9
26 | 0 | i | 2.2 | 4 | 1.7
27 | 0 | i | 0.8 | -3 | -6.6
28 | 2 | i | -0.5 | 3 | -1.9
29 | 3 | i | -0.7 | 0 | 0.3
30 | 0 | i | 2.9 | 1 | 0.2

Next section:
No. | Compound | Tb MetRS inh | NadD block | Scp1 inh | CSN deneddyl inh | DNMT1 inh
31 | CC(=O)OC[C@H]1COc2ccc3ccccc3c2[C@H]1N(C)C(C)=O | 0.2 | 4 | 0 | 1 | 2
32 | Cn1c(=O)[nH]c(=O)c2c1nc(NCCCO)n2CCOc1ccccc1 | -0.3 | 1 | -7 | -8 | -4
33 | CCOc1ccc(-n2cnnn2)cc1S(=O)(=O)NCc1ccccc1 | 0.3 | -2 | 0 | 0 | 0
34 | O=C(NCc1cccnc1)c1cnc2sccn2c1=O | -0.4 | -5 | -5 | 5 | 2
35 | CN(Cc1ccc(F)cc1)S(=O)(=O)c1ccc2[nH]c(=O)[nH]c2c1 | 0.0 | -4 | . | -4 | 14
36 | COc1ccccc1-c1nnc(N)s1 | -1.0 | -5 | -1 | -1 | 1
37 | C#CCOc1ccc(/C=C2/C(=O)NN(c3ccccc3)C2=O)cc1OC | -0.4 | 0 | -5 | -1 | -7
38 | O=C(NN=C1CCCCCC1)C(=O)Nc1cccc(Br)c1 | 0.2 | 4 | -6 | -3 | 7
39 | CCN=c1scc(C)n1/N=C/c1cc(Br)c(O)c(Br)c1 | -0.5 | 7 | -8 | -1 | 1
40 | Cc1cc(C)cc(C(=O)NC(CC(N)=O)c2ccc(N3CCN(C)CC3)c([N+](=O)[O-])c2)c1 (centres undefined) | 0.4 | -10 | -14 | -8 | -4
41 | CCc1nc2ccc(C(=O)NCCCn3ccnc3)cn2c1N(C)Cc1cc2ccccc2s1 | -0.3 | 16 | . | 0 | -6
42 | CC(C)COc1ccc(N)cc1OCC(C)C | 0.2 | 2 | -7 | -10 | -7

No. | STEP block | Rpn11 inh | MsrA inhibitor | SUMO1 PPI mod | LMPTP inh
31 | 1 | i | . | 4 | 0.3
32 | -2 | i | 0.8 | 14 | -0.5
33 | -1 | i | -0.1 | -2 | -1.7
34 | 0 | i | 3.6 | 6 | 0.4
35 | 0 | i | -0.7 | -3 | -1.2
36 | 6 | i | 0.2 | 2 | -0.9
37 | 3 | i | 0.2 | -1 | -0.9
38 | 1 | i | 0.5 | -1 | -1.7
39 | 0 | i | 2.9 | 1 | 0.1
40 | 1 | i | 0.3 | -8 | -2.6
41 | 0 | i | -1.1 | -1 | 6.7
42 | -2 | i | -0.3 | -3 | -11
